Assay outcomes (PubChem BioAssay)
USP1-UAF1 inh – Inhibitors of USP1/UAF1: Primary Screen; 390,000 compounds, 0.23% hits; AID 743255, 2014; recombinant USP1/UAF1, Ub-Rhodamine cleavage fluorescence; Potency, µM (titrated, usually from 57.1 µM), without a hit: at the highest dose activity change, negative = inhibition, usual class: inhibitors; further: potency means the concentration at half of the fitted maximal effect; on the % scale 0 is the no-effect control and ±100 the full control effect; nearly all actives have a fitted effect of over 60% in size; inactives centre near -12
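USP1/UAF1 complex at 1 nM was preincubated with compound for 15 min at room temperature, then Ub-Rho substrate (150nM final) was added. Fluorescence (480/540 nm) was read kinetically, 6 reads every 60 seconds.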
TrxR1 substrate – qHTS Assay for Substrates of Mammalian Selenoprotein Thioredoxin Reductase 1 (TrxR1): qHTS; Potency, µM (titrated, usually from 114 µM), for the others: at the highest dose activity change, negative = substrate turnover; 390,000 compounds, 0.01% hits; AID 588456, 2011; Thioredoxin reductase 1, cytoplasmic (Rattus norvegicus), O89049; purified TrxR1 substrate turnover, NADPH consumption readout; further: potency means the concentration at half of the fitted maximal effect; on the % scale 0 is the no-effect control and ±100 the full control effect; nearly all actives have a fitted effect of over 50% in size
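Rat TrxR1, dispensed at 90 nM, was prereduced with 400 uM NADPH (final) for 5 min at ~22 deg C, then incubated with compound 15 min before 400 uM selenite. A first-read NADPH fluorescence drop versus no-compound background flagged substrates.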
Vif-A3F inh – qHTS for Inhibitors of Vif-A3F Interactions: qHTS; Potency, µM (top dose mostly 46.1 µM), inactives show at the top dose activity, negative = active; 390,000 compounds, 0.2% hits; HeLa A3F-eYFP + Vif (tagged APOBEC3F with the HIV-1 protein that degrades it), YFP fluorescence increase; further: potency means the concentration at half of the fitted maximal effect; % of control where 0% means no effect; nearly all actives have a fitted effect of over 65% in size
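HeLa cells stably expressing Vif plus C-terminally eYFP-tagged A3F were seeded, incubated overnight at 37 deg C, dosed with compound, incubated overnight again at 37 deg C. Yellow fluorescence (Ex 488/Em 500-530) reported blocked Vif-mediated A3F-eYFP degradation.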
Vif-A3G inh – qHTS for Inhibitors of Vif-A3G Interactions: qHTS; 410,000 compounds, 0.076% hits; HeLa A3G-eYFP + Vif (tagged APOBEC3G with the HIV-1 protein that degrades it), YFP fluorescence, overnight; Potency, µM (doses to about 46.1 µM), for inactives: at the highest dose activity, negative = active, most hits filed as inhibitors; DNA dC->dU-editing enzyme APOBEC-3G (Homo sapiens), Q9HC16;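 further: potency means the concentration at half of the fitted maximal effect; on the % scale 0 is the no-effect control and ±100 the full control effect; nearly all actives have a fitted effect of over 60% in size; hits raise eYFP signal because A3G escapes Vif-driven loss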
Target sequence (Q9HC16 whole entry, looked up): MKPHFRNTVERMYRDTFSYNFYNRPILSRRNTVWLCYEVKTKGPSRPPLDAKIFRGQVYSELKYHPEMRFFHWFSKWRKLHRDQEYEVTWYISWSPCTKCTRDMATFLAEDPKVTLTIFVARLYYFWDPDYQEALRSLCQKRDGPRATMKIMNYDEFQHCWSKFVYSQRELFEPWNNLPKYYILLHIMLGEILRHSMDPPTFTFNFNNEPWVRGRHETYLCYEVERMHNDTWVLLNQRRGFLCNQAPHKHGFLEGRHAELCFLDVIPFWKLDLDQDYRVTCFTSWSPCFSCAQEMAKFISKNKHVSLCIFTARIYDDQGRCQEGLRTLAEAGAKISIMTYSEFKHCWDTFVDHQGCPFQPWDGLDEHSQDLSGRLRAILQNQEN
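HeLa cells stably expressing Vif and C-terminally eYFP-tagged A3G, seeded overnight at 37 deg C, then exposed to compound by pintool overnight at 37 deg C. Rise in yellow fluorescence (Ex 488/Em 500-530, Acumen) marks blocked Vif-driven A3G degradation.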
mIDH1 inhibitor – qHTS for Inhibitors of mutant isocitrate dehydrogenase 1 (IDH1): qHTS | Potency, µM (doses to about 76.6 µM), inactives show at the highest dose activity change, negative = inhibition, hits mostly inhibitors | 390,000 compounds, 0.093% hits | IDH1-R132H enzyme, NADPH consumption, diaphorase/resazurin fluorescence | Isocitrate dehydrogenase [NADP] cytoplasmic (Homo sapiens), O75874 | AID 602179, 2012; further: potency means the concentration at half of the fitted maximal effect; on the % scale 0 is the no-effect control and ±100 the full control effect; nearly all actives have a fitted effect of over 65% in size
Target sequence (O75874 whole entry R132H, stated change not applied): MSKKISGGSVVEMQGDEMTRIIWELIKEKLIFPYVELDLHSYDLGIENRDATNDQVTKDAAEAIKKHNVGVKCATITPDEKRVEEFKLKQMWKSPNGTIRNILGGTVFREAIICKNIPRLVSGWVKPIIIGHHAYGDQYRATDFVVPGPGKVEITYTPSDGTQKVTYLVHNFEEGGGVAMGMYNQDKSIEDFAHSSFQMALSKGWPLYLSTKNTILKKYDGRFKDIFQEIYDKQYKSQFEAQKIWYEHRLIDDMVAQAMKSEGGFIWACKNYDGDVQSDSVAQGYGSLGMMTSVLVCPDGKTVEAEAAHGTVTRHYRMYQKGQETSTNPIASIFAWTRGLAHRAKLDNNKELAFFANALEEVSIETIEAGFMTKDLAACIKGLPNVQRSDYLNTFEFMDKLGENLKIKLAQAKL
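IDH1-R132H (0.5 ug/mL dispensed) in pH 7.5 Tris buffer was preincubated 30 min with compound, then given a substrate mix of 0.016 mM NADPH and 2 mM alpha-KG for 80 min at room temperature; remaining NADPH was read by diaphorase/resazurin fluorescence.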
TrxR1 inh – qHTS Assay for Inhibitors of Mammalian Selenoprotein Thioredoxin Reductase 1 (TrxR1): qHTS; recombinant rTrxR1, NADPH fluorescence consumption, selenite substrate; AID 588453, 2011; 390,000 compounds, 1% hits; Thioredoxin reductase 1, cytoplasmic (Rattus norvegicus), O89049; Potency, µM (doses to about 114 µM), without a hit: at the highest dose activity change, negative = inhibition, most hits filed as inhibitors; further: potency means the concentration at half of the fitted maximal effect; on the % scale 0 is the no-effect control and ±100 the full control effect; nearly all actives have a fitted effect of over 65% in size
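Rat TrxR1 (90 nM in the dispensed reagent) was pre-reduced with 400 uM NADPH for 5 min at room temperature, then incubated with compound for 15 min. After 400 uM selenite was added, NADPH fluorescence (Ex 340/Em 450 nm) was followed for 8 min.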
LDHA block – qHTS assay for inhibitors of human lactate dehydrogenase | activity change, % (values are at about 110 or 230 µM) | 480,000 compounds, 0.15% hits | purified LDHA, NADH/diaphorase-resazurin fluorescence; hits give low values; in the data active means activity change below about -30%; inconclusive means mostly about -25% to -30%;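 further: plate controls were DMSO wells for no effect and wells without enzyme for full effect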
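Human LDH5 (2 nM) was incubated with 0.06 mM NADH and 0.2 mM pyruvate for 5 min at room temperature in Tris pH 7.4. Remaining NADH was coupled through diaphorase/resazurin, and resorufin fluorescence was read at 0 and 20 min.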
RGS4 inhibitor – Inhibitors of Regulator of G Protein Signaling (RGS) 4: qHTS | Regulator of G-protein signaling 4 (Homo sapiens), P49798 | Transcreener GDP fluorescence polarization, RGS4-accelerated GTP hydrolysis | Potency, µM (series often up to 114 µM), for inactives: at the top dose activity change, negative = inhibition, most hits filed as inhibitors | 390,000 compounds, 0.039% hits; further: potency means the concentration at half of the fitted maximal effect; on the % scale 0 is the no-effect control and ±100 the full control effect; nearly all actives have a fitted effect of over 75% in size; some results filed as inactive show a strong effect at the top dose
Target sequence (P49798 whole entry, looked up): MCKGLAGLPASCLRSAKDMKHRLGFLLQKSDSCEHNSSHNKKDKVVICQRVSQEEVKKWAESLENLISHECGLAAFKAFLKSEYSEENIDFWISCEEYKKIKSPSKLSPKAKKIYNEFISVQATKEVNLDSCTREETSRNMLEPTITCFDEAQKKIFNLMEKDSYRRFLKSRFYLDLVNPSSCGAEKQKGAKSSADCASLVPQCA
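MLSMR compounds (23 nl, pin-transferred) preincubated 10 min at room temperature with a 500nM (2x) first reagent, then RGS4 at 900nM (2x) plus Transcreener GDP mix added; fluorescence polarization (620/688 nm) read before and after 90 min at 30 °C.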
GRP78 ERSR act – qHTS for Inducers of the Endoplasmic Reticulum Stress Response (ERSR) in Human Glioma: qHTS. Potency, µM, without a hit: at the highest dose activation, usual class: activators. U87-MG GRP78 promoter luciferase reporter, 16 h. 420,000 compounds, 0.02% hits; further: potency means the concentration at half of the fitted maximal effect; series mostly up to about 76 µM; % of control where 0% means no effect; nearly all actives have a fitted effect of over 35% in size
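ERSR induction read as luciferase luminescence (Bright-Glo, 10 min at room temperature) in stably transfected human U87-MG glioma cells exposed to compounds for 16 h, using GRP78 as sensor.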
Starred values were filed as active, the others as inactive; ? = inconclusive; nt = no result given; & = joins results of further samples; [ ] = another dose, or the depositor's remark. Unless noted, the call rests on the fitted dose curve; in most records, active means well fitted curve in the direction sought with a large enough effect; inconclusive means small, poorly fitted or top-dose-only effect, or another doubt; inactive means no such curve, though single readings can be large; an effect the other way counts as inactive or inconclusive. A portion of the library (hit frequency here may not be typical).

smiles | USP1-UAF1 inh | TrxR1 substrate | Vif-A3F inh | Vif-A3G inh | mIDH1 inhibitor | TrxR1 inh | LDHA block | RGS4 inhibitor | GRP78 ERSR act
COc1ccc(C(=O)N2CCCCC2CCN2CCOCC2)cc1 (stereo unspecified) | 2% | 2% | 3% | 8% | 2% | 13% | -6 | 6% | 0%
C/C=C(/C)C(=O)Nc1cccc(C2=NOC3(C2)C[C@H](C(N)=O)N(C(=O)c2ccccc2)C3)c1 (stereo partly specified) | -27% | -8%[57.1 µM] | -3% | 4% | -2% | 10%[57.1 µM] | 0 | 3% | -3%
O=[N+]([O-])c1cccc(-c2nnnn2-c2cccc(F)c2)c1 | -21% | 5% | 3% | -6% | 13% | 13% | -2 | 7% | -4%
O=C(Cc1c(F)cccc1Cl)NCC(=O)OCc1ccccc1 | -22% | -4%[57.1 µM] | -1% | -10% | 0% | 10% | -10 | 4% | -6%
CCOc1cc(C2c3c(oc4cc(C)cc(C)c4c3=O)C(=O)N2CCO)ccc1O (stereo unspecified) | 19% | -1% | nt | nt | nt | ? | 1 | -14% | nt
N#CCNC(=O)C1CC(=O)N(CCc2ccc(F)cc2)C1 (stereo unspecified) | -8% | 7% | 1% | -1% | 21% | 1%[57.1 µM] | -6 | -40% | -4%
CNCCOCC(O)CSc1ccccc1 (stereo unspecified) | 5% | -1% | 6% | -6% | -2% | -9% | -1 | -8% | 0%
CC(C)(C)c1ccc(S(=O)(=O)N2CCC(CO)(CC3CCCCO3)CC2)cc1 (stereo unspecified) | -16% | -16%[57.1 µM] | -6% | 0% | 4% | 14%[57.1 µM] | 4 | -10% | -7%
CC(=O)Nc1ccc(/C=C/c2noc(-c3ccccc3O)n2)cc1 | -21%&-27% | 27%&91% | -1%&-6% | 3%&0% | 10%&0% | 41%&37%[activator] | -1&9 | -14%&9% | 5%&1%
O=C(O)Cn1cccc1C(=O)c1ccccc1 | -24% | 26%[57.1 µM] | 2% | 2% | 5% | 41%[activator][57.1 µM] | 2 | 6% | 2%
N=c1c2c(-c3ccccc3)c(-c3ccccc3)n(Cc3ccccc3)c2ncn1CCCO | 5% | -1% | -5% | 5% | 1% | 11% | -2 | -12% | -11%
COc1cc2cc(CN(CCCN3CCOCC3)C(=O)Nc3ccc(F)cc3)c(=O)[nH]c2cc1OC | -28% | 18% | 2% | -2% | 9% | 6% | 0 | -8% | -2%
CSCCC(NS(=O)(=O)c1ccc2c(c1)oc(=O)n2C)C(=O)N1CCN(c2ccc(F)cc2)CC1 (stereo unspecified) | 6% | -6%[57.1 µM] | -3% | 2% | -14% | 8%[57.1 µM] | -5 | 24% | -3%
COc1ccc(CNC(=O)C2CCN(S(=O)(=O)c3cn(C)cn3)CC2)cc1 | -6% | 1%[57.1 µM] | -8% | -2% | -10% | 12%[57.1 µM] | -3 | -4% | -2%
CN(C)S(=O)(=O)c1cccc(NC(=O)c2cc3ccccc3o2)c1 | -17% | 0% | -5% | 4% | 9% | 3% | 0 | -1% | ?
CCc1ccc(Nc2cc(C(=O)NCCCN(C)c3ccccc3)c3ccccc3n2)cc1 | -20% | 20%[57.1 µM] | 0% | 4% | -9% | 18%[57.1 µM] | -6 | ? | -4%
CC(C)N(C)S(=O)(=O)c1ccc(NC(=O)CSC(=S)N2CCCC2)cc1 | -16% | -15% | -22% | 1% | 5% | -15% | -3 | 13% | -4%
Cc1cccc(C)c1NC(=O)CCCN1CC(C)OC(C)C1 (stereo unspecified) | 6% | -5% | 1% | 4% | 2% | 16%[57.1 µM] | -2 | 16%[11.4 µM] | -5%
Cc1ccc(-c2csc3ncn(CC(N)=O)c(=O)c23)cc1C | -21% | 6% | 0% | 0% | -11% | 21% | -7 | 9% | 2%
Cc1ccc(S(=O)(=O)/N=C(/NNC(=O)c2cccc(Cl)c2)c2ccccc2)cc1 | -24% | 0%[57.1 µM] | 13% | -7% | -1% | 0%[57.1 µM] | -7 | -12% | 4%
COC(=O)CCS(=O)(=O)c1ccc(Cl)c(Cl)c1 | -4% | 8%[57.1 µM] | -20% | -3% | 5% | 11%[57.1 µM] | -5 | -10% | -4%
CC(=O)c1c(COC(=O)c2ccc(C)cc2)nc2ccccc2[n+]1[O-] | -8% | -1%[57.1 µM] | -6% | 4% | 13% | 2% | 0 | -3% | -2%
Cc1ccc(Cl)cc1N1CCN(C(=O)c2ccccc2SCC(=O)N2CCCC2)CC1 | -25% | 4% | 5% | 0% | 0% | 23% | -2 | -13% | -3%
Nc1c(S(=O)(=O)c2cccs2)c2nc3ccccc3nc2n1Cc1ccccc1 | -13% | 93%[activator] | -5% | -2% | -14% | 4% | 5 | 18% | 2%
Cc1ccc(C)c(OCCC(=O)N2CCN(S(=O)(=O)c3cc(F)ccc3F)CC2)c1 | -25% | 1% | 0% | -4% | 3% | 30% | 1 | -6% | -2%
CCCC(CCC)C(=O)NCCN1CCOCC1 | -14% | 9%[57.1 µM] | 0% | -5% | 0% | -13%[57.1 µM] | -2 | 2% | -3%
CC(=O)c1cc2c(cc1NC(=O)Cn1nc(-c3ccc(F)cc3)ccc1=O)OCO2 | -23% | 0%[57.1 µM] | 6% | -2% | -1% | 14%[57.1 µM] | 1 | 13% | -7%
CCn1cc(C2=NOC(C(=O)Nc3cc(OC)c(Cl)cc3OC)C2)c(C)n1 (stereo unspecified) | -15% | 0% | -5% | 0% | 5% | 6% | 4 | -6% | -3%
Cn1nc(C(=O)NNC(=O)c2cccc(Cl)c2)c2ccccc2c1=O | -11% | 7%[57.1 µM] | -14% | -1% | -2% | 9% | -9 | 27% | 0%
O=C(NCc1cc(C(F)(F)F)ccc1Cl)c1cccc2c1C(=O)c1ccc(N3CCC(N4CCCCC4)CC3)cc1S2(=O)=O | -25% | nt | 0% | ? | -9% | nt | -1 | nt | -3%
COCc1cc(=O)oc2cc(NS(=O)(=O)c3ccc(C)cc3)ccc12 | 8% | 98%[activator][57.1 µM] | -2% | 0% | 3% | 23% | -7 | -35% | -6%
C/C=C/C(=O)OCC(=O)Nc1cccc(Br)c1 | -14% | 8%[57.1 µM] | 0% | 0% | -1% | 19%[57.1 µM] | -8 | -9% | -8%
CC1CCCC(C)N1C(=O)c1cc(-c2ccc3c(c2)OCO3)on1 (stereo unspecified) | -6% | 2% | 1% | -2% | 9% | -31% | 6 | -2% | 0%
COc1ccccc1NC(=O)c1ccc2c(c1)N(CC#N)C(=O)C(C)(C)O2 | -9% | -14%[57.1 µM] | -24% | -2% | 10% | 20%[57.1 µM] | 2 | -16% | -1%
CCC(=O)N1c2ccc(S(=O)(=O)NCc3ccc(F)cc3)cc2CC1C (stereo unspecified) | -16% | 0% | 1% | 0% | 2% | 8% | 5 | -16% | -1%
CCOc1ccc(N2C(=O)CSC2=S)cc1 | -13% | -6% | 1% | 0% | -5% | 5% | -1 | -19% | -4%
COc1ccc(CCC(=O)N(C)CC(=O)Nc2ccc(Cl)c(C(F)(F)F)c2)cc1 | -16% | -15% | -1% | -2% | 4% | -6% | 3 | 3% | -3%
Cc1ccccc1OCc1nnc(SCC(=O)N2CCc3ccccc32)n1C | -8% | 1%[57.1 µM] | 7% | 0% | -5% | -6%[57.1 µM] | -3 | -30% | -4%
COC(=O)CNC(=O)Cn1ccc2ccccc2c1=O | -14% | 10%[57.1 µM] | 2% | 0% | 2% | 11%[57.1 µM] | 2 | 8% | 3%
CC(=O)c1cccc(N(C(=O)Cn2nnc3ccccc32)C(C(=O)NCc2ccccc2)c2ccccn2)c1 (stereo unspecified) | -15% | 6% | -11% | -6% | 7% | 8% | -12 | -8% | -4%
O=c1ccsc2ccccc12 | -6% | 9% | -33% | 0% | 5% | 22% | -10 | 8% | -2%
O=S(=O)(Nc1ccc(F)cc1F)c1ccc(-n2cccn2)cc1 | -6% | -9% | -1% | 1% | -7% | 5% | -12 | 23% | -2%
CC(C)c1c(O)nc(SCC(=O)N2CCOCC2)[nH]c1=O | 5% | 8% | 1% | 0% | 7% | 21% | 3 | -14% | -2%
